Assay outcomes deposited in PubChem BioAssay by National Center for Advancing Translational Sciences (NCATS).
HTT ATP protect = cytoprotection in Huntington HTT-Q103 PC12 cell model | AID 1471 | 230,000 tested, 0.14% active | Potency, µM (top dose mostly 56.4 µM), without a hit: cytoprotection (ATP increase), actives largely listed as activators | PC12 HTT-Q103 induced, cytoprotection, ATP luminescence, 40 h;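 note: % of control where 0% means no effect; nearly all actives have a fitted effect of over 45% in size; toxic huntingtin expression switched on by the ecdysone agonist tebufenozide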
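Quantitative HTS on tebufenozide-induced (100 nM) PC12 cells expressing HTTQ103 exon 1–GFP; compounds tested as a concentration series; survival measured via cellular ATP.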
GLA spleen mod = inhibits or activates alpha-galactosidase in human spleen homogenate; P06280; AID 2107; human spleen homogenate, 4MU-alpha-Gal fluorescence, 40 min; Potency, µM (top dose mostly 80 µM), for inactives: at the highest dose activity change, negative = inhibition, hits mostly inhibitors; 240,000 tested, 0.008% active;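 note: 0% = enzyme with vehicle and -100% = no enzyme basal signal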
Target sequence (P06280 32-429 limits assumed): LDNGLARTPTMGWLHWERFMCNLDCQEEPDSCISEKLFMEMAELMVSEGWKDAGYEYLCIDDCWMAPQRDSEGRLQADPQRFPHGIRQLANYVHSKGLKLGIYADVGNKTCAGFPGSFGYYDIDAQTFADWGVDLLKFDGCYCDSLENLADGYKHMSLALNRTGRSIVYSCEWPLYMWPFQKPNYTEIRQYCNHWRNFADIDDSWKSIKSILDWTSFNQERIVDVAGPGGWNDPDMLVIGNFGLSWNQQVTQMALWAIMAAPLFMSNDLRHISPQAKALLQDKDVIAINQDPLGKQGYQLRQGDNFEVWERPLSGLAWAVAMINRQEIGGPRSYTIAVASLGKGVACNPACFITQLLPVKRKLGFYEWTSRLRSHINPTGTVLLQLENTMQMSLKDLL
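Inhibition or activation of alpha-galactosidase in human spleen homogenate is scored by 4-MU fluorescence after 40 min at 37C, pH 5.0, with 1 mM substrate. AC50s come from concentration-response fitted to the Hill equation.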
Tau fluor counter = counter-screen for tau fibril formation inhibitors. tau K18 P301L Alexa594 fluorescence, heparin fibrillization. Potency, µM (titrated, usually from 57.7 µM), for inactives: top-dose activity change, negative = decrease. 280,000 tested, 0.93% active. AID 1463; note: % is set by controls: 0 for no effect and ±100 for the full control effect; nearly all actives have a fitted effect of over 55% in size
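Human tau K18 P301L (15 uM unlabeled, 0.24 uM Alexa 594-labeled) in 100 mM sodium acetate pH 7 with 20 uM heparin, 6 hr at 37 C. ThT 30 uM added, 1 hr ambient; Alexa 594 FP and total fluorescence read at 555/632 nm.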
GAA spleen mod = lysosomal alpha-glucosidase (human) modulation. P10253. human spleen homogenate, 4-MU-alpha-glucoside fluorescence. Potency, µM (top dose mostly 79.9 µM), without a hit: at the highest dose activity change, negative = inhibition, actives largely listed as inhibitors. 240,000 tested, 0.006% active. AID 2112;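 note: 0% = enzyme with vehicle and -100% = no enzyme basal signal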
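AC50 values come from Hill-equation fits of concentration-response data, normalized to no-enzyme and full-activity controls. Enzyme source: 1 ug human spleen homogenate; 1 mM fluorogenic 4-MU glucoside, pH 5.0 citrate buffer, 37 C, 40 min.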
Tau ThT inhib = inhibitors of human tau fibril formation, thioflavin T binding; P10636; recombinant tau K18 P301L (four-repeat tau fragment), heparin-induced fibrillization, ThT fluorescence; Potency, µM (highest dose often 57.4 µM), without a hit: top-dose activity, negative = inhibition, actives largely listed as inhibitors; 270,000 tested, 2.1% active; AID 1460; note: % is set by controls: 0 for no effect and ±100 for the full control effect; nearly all actives have a fitted effect of over 55% in size
Target sequence (P10636 561-689 P618L limits assumed): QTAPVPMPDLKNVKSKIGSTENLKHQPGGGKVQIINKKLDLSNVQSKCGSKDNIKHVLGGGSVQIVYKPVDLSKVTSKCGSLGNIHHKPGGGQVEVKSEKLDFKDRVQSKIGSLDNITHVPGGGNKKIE
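Recombinant human tau K18 fragment […] carrying P301L, 15 uM unlabeled plus 0.24 uM Alexa 594-labeled, was fibrillized with 20 uM heparin in 100 mM sodium acetate pH 7 for 6 hr at 37 C; 30 uM ThT fluorescence read after 1 hr.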
GAA glycogen = GAA glycogen-cleavage inhibition or activation. recombinant GAA, glycogen substrate, Amplex Red glucose oxidase fluorescence. 300,000 tested, 0.38% active. Potency, µM (series often up to 76.4 µM), for inactives: at the highest dose activity change, negative = inhibition, actives largely listed as inhibitors. AID 2100;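 note: 0% = full enzyme reaction and -100% = no-enzyme basal signal; the screen sought inhibitors and activators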
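qHTS, 1536-well; enzyme 4 nM final; cpd up to 77 uM; substrate bovine liver glycogen 30 ug; 50 mM citrate/phosphate pH 5.0, 0.01% Tween-20; 37 C, 40 min; Amplex Red detection 45 min RT; Hill fit → AC50.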
GAA inh = alpha-glucosidase (human) inhibition; 200,000 tested, 0.005% active; P10253; purified human GAA, 4-MU-alpha-glucoside fluorescence; Potency, µM (doses to about 76.9 µM), without a hit: at the highest dose activity change, negative = inhibition, most hits filed as inhibitors;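 note: plate controls were uninhibited enzyme wells for no effect and no-enzyme background for full effect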
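Fluorogenic assay: 4 nM human alpha-glucosidase with 400 uM 4-methylumbelliferyl-alpha-D-pyranoside in 50 mM citrate/phosphate, 0.005% Tween-20, pH 5.0, 20 min at room temperature. Compounds tested up to 77 uM; AC50 from Hill fits.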
Tau FP inhib = inhibitors of human tau fibril formation | Potency, µM (highest dose often 57.7 µM), for inactives: at the top dose activity, negative = inhibition, most hits filed as inhibitors | K18 P301L tau heparin fibrillization, Alexa594 FP, 6 h | 280,000 tested, 0.39% active | AID 1468 | P10636; note: % is set by controls: 0 for no effect and ±100 for the full control effect; nearly all actives have a fitted effect of over 55% in size
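Recombinant K18 P301L […], labeled with Alexa 594 at 0.24 uM over 15 uM unlabeled; heparin inducer 20 uM final; 37 C, 6 hr; FP endpoint.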
The depositor's hits bear a star; ? = inconclusive; / = no result given; & = joins results of further samples; [ ] = another dose, or the depositor's remark. Calls come from the whole dose curve; as a rule, active = well fitted curve in the direction sought with a large enough effect; inconclusive = small, poorly fitted or top-dose-only effect, or another doubt; inactive = no such curve, though single readings can be large; an effect the other way counts as inactive or inconclusive. Potency is the fitted concentration of half-maximal effect.

Every second line gives: HTT ATP protect	GLA spleen mod	Tau fluor counter	GAA spleen mod	Tau ThT inhib	GAA glycogen	GAA inh	Tau FP inhib
COc1cc2c(cc1OC)CN(C(=O)/C=C/c1cccs1)CC2
    -56%[inhibitor][10 µM]	1%	-19%	-2%	?	-8%	/	-4%
O=C(NCC1CCCO1)C(C(=O)c1ccccc1)n1ccccc1=O (stereo unspecified)
    13%	-11%	6%	-8%	6%	-5%	9%	3%
CCOc1ccc(C2C(C(=O)c3ccco3)=C(O)C(=O)N2CCN(C)C)cc1 (stereo unspecified)
    -11%	-15%	-2%	-13%	-4%	0%	-3%	5%
Cc1cccc(-c2nc3ccccc3c(=O)n2NC(=O)c2cccnc2Cl)c1
    3%[10 µM]	-12%	-2%	-1%	-2%	17%	0%	-1%
O=C(Nc1nnc(C2=COCCO2)o1)C1CCCCC1
    -23%	-8%	-9%	0%	-7%	5%	2%	-2%
Cc1cc(C)nc(/N=C(\N)N(Cc2ccccc2)Cc2ccccc2)n1
    15%	3%	-3%	-7%	2%	22%	5%	-4%
CC(=O)N1N=C(c2cccs2)CC1c1cccc([N+](=O)[O-])c1 (stereo unspecified)
    -22%	8%	-8%	4%	0%	-3%	0%	11%
Cc1cc(C(=O)CSc2nnc(N)s2)c(C)n1CCc1ccc(Cl)cc1
    -3%	-4%	-23%	-5%	?	8%	-7%	-6%
CCc1nnc(NC(=O)C=C(C)C)s1
    10%[10 µM]	1%	-3%	2%	0%	0%	-5%	-6%
Cc1ccc(C)c(Nc2nc3c(S(=O)(=O)c4ccc(Br)cc4)nnn3c3ccsc23)c1
    /	/	6%	/	?	11%[76.3 µM]	/	?
Cc1cc(C)c2c(=O)n(CC(=O)Nc3cccc(F)c3)sc2n1
    20%[10 µM]	6%	-23%	11%	14µM*	-3%	/	14µM*
COc1ccc(Br)cc1C(=O)N/N=C/c1ccc([N+](=O)[O-])cc1
    -21%	6%	0%	6%	0%	-9%	-2%	6%
O=C1CC(N(O)c2ccccc2)C(=O)N1c1ccc(Cl)c(Cl)c1 (stereo unspecified)
    23%[10 µM]	2%	-18%	-9%	/	?	/	13%
Cc1ccc(NC(=S)NN(C)c2cc(C)nc(C)n2)cc1
    14%[10 µM]	4%	6%	-7%	8%	-8%	?	0%
Cc1cc2oc(=O)c(CC(=O)O)c(C)c2c2occ(-c3ccccc3)c12
    /	/	-5%	/	-12%	-4%[76.3 µM]	/	-6%
CC(C)Sc1nc2c(c(=O)n(C)c(=O)n2C)n1Cc1ccc(Cl)cc1
    -28%	0%	-4%	-3%	?	-5%	-3%	10%
NCCC[C@@H](CC(=O)N[C@@H]1CCCC[C@H]1C(=O)N[C@H](CC(=O)N[C@@H](CCC(=O)O)CC(=O)O)Cc1c[nH]c2ccccc12)NC(=O)C[C@H](Cc1c[nH]c2ccccc12)NC(=O)[C@@H]1CNCC[C@H]1N
    7%[1.9 µM]	-1%	-5%	0%	-8%	/	/	-7%
COc1cccc(-n2nnc3c(=O)n(Cc4ccc(F)cc4)cnc32)c1
    -19%[0.074 µM]	9%	-10%	5%	2%	4%	?	-8%
COc1ccc(-c2nc(Cn3c(SCc4ccccc4F)nc4cccnc43)c(C)o2)cc1
    /	/	-24%	/	?	1%[76.3 µM]	/	-1%
COc1ccc(C(=O)NCCc2nnc(SCC(=O)Nc3ccccc3)n2C)cc1
    -7%[0.074 µM]	-2%	2%	-10%	-10%	3%	3%	6%

Every second line gives: HTT ATP protect	GLA spleen mod	Tau fluor counter	GAA spleen mod	Tau ThT inhib	GAA glycogen	GAA inh	Tau FP inhib
CCCCOC(=O)C(NC(=O)c1ccccc1)=C(C)C
    -1%	-8%	-3%	-8%	-4%	2%	-11%	10%
COc1ccc(CCNC(=O)Cn2c(=O)n(-c3cc(F)ccc3F)c(=O)c3sccc32)cc1OC
    /	4%	12%	5%	10%	-4%	-2%	6%
CC(C)=CCN1CCN(Cc2cccnc2)CC1CCO (stereo unspecified)
    18%[10 µM]	4%	10%	3%	2%	-2%	6%	6%
CCOc1cc(C(=O)NC)cc(Br)c1OCc1ccccc1
    -61%[inhibitor]	3%	-29%	0%	-11%	-7%	-5%	-12%
CCOC(=O)C1=C(CP(=O)(c2ccccc2)c2ccccc2)NC(=O)NC1c1ccc(OC)cc1 (stereo unspecified)
    5%[1.9 µM]	3%	0%	-9%	-2%	-5%	-5%	8%
Cc1nnc(NC(=O)CSc2nccn2C)s1
    -17%[1.9 µM]	9%	-3%	1%	-6%	6%	0%	-7%
Cc1ccc(/C=C2\CCCC3=C2NC(=S)NC3c2ccc(C)cc2)cc1 (stereo unspecified)
    4%[10 µM]	2%	-15%	1%	?	6%	-4%	-3%
N#Cc1cc(-c2cccc(Cl)c2)c[nH]c1=O
    -13%[10 µM]	-5%	-6%	-3%	-11%	-2%	-3%	4%
COc1ccc2nc(SCC(=O)Nc3ccccc3)[nH]c2c1
    /	-4%	-5%	1%	0%	3%	0%	-3%
Cn1c(=O)c2c(ncn2CC(=O)Nc2cccc(C(F)(F)F)c2)n(C)c1=O
    /	/	-20%	/	-12%	14%[76.3 µM]	/	-3%
Cc1c(C(=O)OC2CCC(C)CC2)[nH]c2c1C(=O)CC(c1ccccc1Cl)C2 (stereo unspecified)
    /	/	-3%	/	-9%	16%[76.3 µM]	/	-11%
C[C@]1(C(=O)O)C=C[C@@H](Cc2ccccc2)N1C(=O)c1ccccc1
    /	5%	-13%	-13%	-8%	5%	-3%	6%
CC12CCC(C(=O)Nc3ccccc3)(C(Br)C1=O)C2(C)C (stereo unspecified)
    /	0%	-4%	4%	3%	-5%	1%	-12%
Fc1ccccc1N1CCN(c2nnc(C(F)(F)F)c3nnn(Cc4ccccc4)c23)CC1
    /	/	-14%	/	-14%	13%[76.3 µM]	/	0%
O=C1C2C3CCC(C3)C2C(=O)N1CNc1ccc(F)cc1 (stereo unspecified)
    -7%	4%	6%	-1%	6%	-3%	-14%	-7%
O=C(Nc1ccccc1)N1CCN(C(=O)Nc2ccccc2)CC1
    -9%	7%	-1%	-1%	-4%	6%	0%	-2%
C=CC[C@@H]1C=C[C@@H](O/N=C2/C[C@@H](O)[C@@H](O)[C@@H]3[C@@H]4C(=O)N(CC)C(=O)[C@H]4CC[C@@H]23)[C@@H](CO)O1
    -3%[10 µM]	5%[17.5 µM]	-3%[11.6 µM]	0%[17.4 µM]	2%[11.5 µM]	/	/	-1%[11.6 µM]
COCCCNC1CS(=O)(=O)CC1O (stereo unspecified)
    20%[10 µM]	-5%	3%	-6%	3%	-1%	/	-2%
O=C(COC(=O)C12CC3CC(CC(C3)C1)C2)NCCc1ccccc1
    3%	-8%	-13%	-5%	-15%	4%	0%	7%
CCOC(=O)c1ccc(NC(=O)CN2CCN(Cc3ccccc3)CC2)cc1
    6%	2%	-4%	4%	0%	-15%	7%	2%

Ordered by value in Tau FP inhib (descending): 3 of the compounds above
| Structure | GLA spleen mod | Tau ThT inhib | GAA glycogen | GAA inh | Tau FP inhib |
| --- | --- | --- | --- | --- | --- |
| CCOC(=O)C1=C(CP(=O)(c2ccccc2)c2ccccc2)NC(=O)NC1c1ccc(OC)cc1 (stereo unspecified) | 3% | -2% | -5% | -5% | 8% |
| COc1ccc(CCNC(=O)Cn2c(=O)n(-c3cc(F)ccc3F)c(=O)c3sccc32)cc1OC | 4% | 10% | -4% | -2% | 6% |
| Fc1ccccc1N1CCN(c2nnc(C(F)(F)F)c3nnn(Cc4ccccc4)c23)CC1 | / | -14% | 13%[76.3 µM] | / | 0% |

Additional compounds follow.
Every second line gives: HTT ATP protect	GLA spleen mod	Tau fluor counter	GAA spleen mod	Tau ThT inhib	GAA glycogen	GAA inh	Tau FP inhib
O=C(O)c1ccc(N2CCCCS2(=O)=O)cc1
    -5%[10 µM]	2%	-5%	-8%	-2%	9%	12%	6%
CCN(CC)CCNC(=O)c1cc(S(C)(=O)=O)ccc1OC
    29%	-10%	-10%&0%&-2%	-2%	-8%&5%&-1%	3%	-14%[15.4 µM]	-4%&-1%&-4%
CCC(C)(C)NC(=O)C(c1ccc(F)cc1)N(Cc1ccco1)C(=O)CCC(=O)Nc1ccccn1 (stereo unspecified)
    4%[10 µM]	-2%	-2%	-9%	-3%	4%	-10%	6%
O=c1/c(=C/c2ccccc2)sc2nnc(-c3cccs3)n12
    12%[10 µM]	-9%	-7%	-3%	?	7%	/	-12%
CC1CCN(S(=O)(=O)c2ccc(F)c(C(=O)O)c2)CC1
    12%	-5%	0%	1%	-4%	2%	-1%	6%
Cc1ccc(OCC(=O)Nc2ccc(O)c(-c3nc4ccccc4o3)c2)cc1
    -15%	4%	-3%	1%	-14%	5%	2%	2%
CC(=O)Cc1cc(=O)c2c(C)cc(O)c(C3OC(CO)C(O)C(O)C3O)c2o1 (stereo unspecified)
    -10%[10 µM]	-6%	-3%	-11%	-3%	-17%	/	2%
CC1CC(C)CN(c2ccc([N+](=O)[O-])cc2-c2nn[nH]n2)C1 (stereo unspecified)
    -10%[10 µM]	-4%	2%	0%	-15%	7%	-14%	-7%
S=C(Nc1ccc(Cl)cc1)N(CCCN1CCOCC1)Cc1cccs1
    -6%	-4%	-11%	1%	2%	-17%	13%	-2%
CCN1CCN(CCCNC(=O)c2ccc(/C=C3/Sc4ccccc4N(Cc4ccccc4F)C3=O)cc2)CC1
    -171%[inhibitor]	6%	-14%	2%	?	5%	?	?
COC(=O)c1sccc1NC(=O)c1ccc(OC)c([N+](=O)[O-])c1
    21%[10 µM]	7%	-25%	0%	-10%	-20%	3%	-11%
c1nc(N2CCCCC2)c2[nH]cnc2n1
    3%	-16%	0%	-11%	1%	5%	1%	4%
c1cncc(-c2nc3ccccn3c2Nc2ccc3c(c2)OCCO3)c1
    -52%	-6%	-21%	-2%	-16%	18%	-5%	14%
Cn1c(=O)c2ncn(CC(=O)N=Nc3c(O)[nH]c4ccccc34)c2n(C)c1=O
    0%[10 µM]	-4%	3%	-5%	-2%	7%	1%	0%
